ALDH1A1 block – qHTS Assay for Inhibitors of Aldehyde Dehydrogenase 1 (ALDH1A1); Purified ALDH1A1, NADH fluorescence, propionaldehyde substrate; Potency, µM (doses to about 75.3 µM), for inactives: top-dose activity, negative = inhibition, actives largely listed as inhibitors; actives 7.3% (n = 220,000); AID 1030, 2008; active = well fitted inhibition curve with a large enough effect, not every such curve was filed as active; inconclusive = small, poorly fitted or top-dose-only effect, or another doubt; inactive = no such curve, though single readings can be large or run the other way;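 also: plate controls were no enzyme wells and a reference inhibitor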
Target sequence (P00352 whole entry, looked up): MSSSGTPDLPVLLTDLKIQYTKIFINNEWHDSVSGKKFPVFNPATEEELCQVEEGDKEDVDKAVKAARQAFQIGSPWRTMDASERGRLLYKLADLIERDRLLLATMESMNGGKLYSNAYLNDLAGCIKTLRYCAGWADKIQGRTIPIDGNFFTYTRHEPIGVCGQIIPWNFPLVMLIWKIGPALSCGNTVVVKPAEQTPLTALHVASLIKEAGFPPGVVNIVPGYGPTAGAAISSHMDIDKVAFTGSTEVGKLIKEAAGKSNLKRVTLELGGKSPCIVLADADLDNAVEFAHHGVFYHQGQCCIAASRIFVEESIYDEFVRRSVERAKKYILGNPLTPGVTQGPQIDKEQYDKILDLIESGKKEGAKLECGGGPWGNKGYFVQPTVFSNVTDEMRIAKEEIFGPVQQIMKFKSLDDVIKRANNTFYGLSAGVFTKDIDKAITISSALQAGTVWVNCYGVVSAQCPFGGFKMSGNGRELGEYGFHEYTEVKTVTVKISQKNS
JMJD2E inh – qHTS Assay for Inhibitors of Human Jumonji Domain Containing 2E (JMJD2E). Lysine-specific demethylase 4E (Homo sapiens), B2RXH2. JMJD2E catalytic domain, FDH-coupled NADH fluorescence (FDH is formaldehyde dehydrogenase). Potency, µM (series often up to 57.1 µM), for inactives: at the top dose activity change, negative = inhibition, most hits filed as inhibitors. actives 1.6% (n = 230,000); active = well fitted inhibition curve with a large enough effect, not every such curve was filed as active; inconclusive = small, poorly fitted or top-dose-only effect, or another doubt; inactive = no such curve, though single readings can be large or run the other way;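 also: 0% = wells with enzyme and -100% = buffer wells without enzyme; nearly all actives have a fitted effect of over 50% in size; many of its hits are not listed in these tables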
GoLoco inh red – qHTS Assay for Inhibitors of RGS12 GoLoco Motif Activity (Red Fluorophore); Guanine nucleotide-binding protein G(i) subunit alpha-1 (Homo sapiens), P63096; Potency, µM (series often up to 61.6 µM), without a hit: top-dose activity, negative = inhibition, usual class: inhibitors; Gai1:RGS12 GoLoco peptide FP, rhodamine, 10 min; actives 0.44% (n = 230,000); active = well fitted inhibition curve with a large enough effect, not every such curve was filed as active; inactive = no such curve, though single readings can be large or run the other way; also: % is scaled to controls: 0 for no effect and ±100 for the full control effect; nearly all actives have a fitted effect of over 30% in size; many of its hits are not listed in these tables
Target sequence (P63096 whole entry, looked up): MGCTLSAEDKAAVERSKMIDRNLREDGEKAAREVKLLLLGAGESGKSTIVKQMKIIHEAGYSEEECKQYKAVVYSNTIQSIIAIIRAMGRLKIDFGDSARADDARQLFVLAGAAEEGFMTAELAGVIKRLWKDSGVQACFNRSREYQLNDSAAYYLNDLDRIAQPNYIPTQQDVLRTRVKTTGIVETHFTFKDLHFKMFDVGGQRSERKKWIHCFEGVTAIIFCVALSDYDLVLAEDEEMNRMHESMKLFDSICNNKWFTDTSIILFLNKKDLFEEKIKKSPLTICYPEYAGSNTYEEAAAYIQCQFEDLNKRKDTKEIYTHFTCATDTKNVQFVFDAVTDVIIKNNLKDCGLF
aGlu spleen mod – qHTS Assay for Inhibitors and Activators of Human alpha-Glucosidase From Spleen Homogenate. human spleen homogenate, 4-MU-alpha-glucoside fluorescence. Potency, µM (doses to about 79.9 µM), inactives show at the highest dose activity change, negative = inhibition, actives largely listed as inhibitors. actives 0.006% (n = 240,000);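 also: 0% = enzyme with vehicle and -100% = no enzyme basal signal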
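Human spleen homogenate (1 ug) incubated with compounds and 1 mM 4-methylumbelliferyl-alpha-D-glucopyranoside in pH 5.0 citrate/phosphate buffer, 37 C, 40 min. Stopped at pH 10; 4-MU fluorescence (Ex 365/Em 440 nm); AC50 by Hill fit.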
SMN2 splice enh – qHTS Assay for Enhancers of SMN2 Splice Variant Expression. HEK293 SMN2-luciferase splicing reporter, luminescence, 30-36 h. Potency, µM (doses to about 46.1 µM), for inactives: at the highest dose activity change, positive = activation, actives largely listed as activators. actives 2.8% (n = 210,000). AID 1458, 2008; also: % of control where 0% means no effect; nearly all actives have a fitted effect of over 55% in size
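qHTS luciferase splicing reporter: luminescence rises when SMN2 exon 7 is included in transfected HEK293 cells. Compound exposure lasted 30-36 h at 37C, with 4.5 mM final sodium butyrate as control, followed by a ONE-Glo read.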
GAA glycogen mod – qHTS Assay for Inhibitors and Activators of Human alpha-Glucosidase Cleavage of Glycogen | Lysosomal alpha-glucosidase (Homo sapiens), P10253 | recombinant GAA, glycogen substrate, Amplex Red glucose oxidase fluorescence | Potency, µM (series often up to 76.4 µM), without a hit: at the top dose activity change, negative = inhibition, most hits filed as inhibitors | actives 0.38% (n = 300,000);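 also: 0% = full enzyme reaction and -100% = no-enzyme basal signal; the screen sought inhibitors and activators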
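qHTS, 1536-well; enzyme 4 nM final; cpd up to 77 uM; substrate bovine liver glycogen 30 ug; 50 mM citrate/phosphate pH 5.0, 0.01% Tween-20; 37 C, 40 min; Amplex Red detection 45 min RT; Hill fit → AC50.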
GAA inhib – qHTS Assay for Inhibitors of Human alpha-Glucosidase as a Potential Chaperone Treatment of Pompe Disease; Lysosomal alpha-glucosidase (Homo sapiens), P10253; purified human GAA, 4-MU-alpha-glucoside fluorescence; Potency, µM (series often up to 76.9 µM), for the others: at the top dose activity change, negative = inhibition, actives largely listed as inhibitors; actives 0.005% (n = 200,000);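 also: plate controls were uninhibited enzyme wells for no effect and no-enzyme background for full effect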
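Read-out is 4-methylumbelliferone fluorescence (Ex 365/Em 440 nm) after NaOH/glycine stop at pH 10. Enzyme 4 nM, substrate 400 uM, pH 5.0 citrate buffer, 20 min room temperature; AC50 from Hill-equation concentration-response.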
GLA spleen mod – qHTS Assay for Inhibitors and Activators of Human alpha-Galactosidase From Spleen Homogenate. Alpha-galactosidase A (Homo sapiens), P06280. human spleen homogenate, 4MU-alpha-Gal fluorescence, 40 min. Potency, µM (doses to about 80 µM), for the others: at the highest dose activity change, negative = inhibition, actives largely listed as inhibitors. actives 0.008% (n = 240,000). AID 2107, 2009;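 also: 0% = enzyme with vehicle and -100% = no enzyme basal signal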
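Human spleen homogenate (1 ug) as enzyme source, 4-methylumbelliferyl-alpha-D-galactopyranoside 1 mM final, citrate/phosphate pH 5.0 with 0.01% Tween-20. Compounds 40 min at 37C, NaOH/glycine stop; fluorescence Ex 365/Em 440, Hill-fit AC50.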
* marks the source's active call; other numbers are inactive results; ? = inconclusive; . = no result given; [ ] = dose if it differs, or a comment. Unless noted, calls follow the shape of the dose curve; as a rule, active = well fitted curve in the direction sought with a large enough effect; inconclusive = small, poorly fitted or top-dose-only effect, or another doubt; inactive = no such curve, though single readings can be large; an effect the other way counts as inactive or inconclusive. Potency is read from the fitted curve at half-maximal effect. A portion of the library; count on the stated rates, not on these rows.

Order of results: GLA spleen mod | ALDH1A1 block | SMN2 splice enh | GAA inhib | GoLoco inh red | JMJD2E inh | GAA glycogen mod | aGlu spleen mod
1: COc1c2ccc(C(=O)NCCCCc3ccccc3)cc2nn1C
  -1% | ? | -5% | -1% | -3% | ? | 9% | -4%
2: COc1cc(/C=C2\SC(=S)N(N3CCOCC3)C2=O)ccc1O
  9% | . | . | . | 152%[activator] | 1% | 4% | 1%
3: O=C(Nc1cc(C(F)(F)F)ccc1N1CCOCC1)c1c(F)c(F)c(F)c(F)c1F
  1% | 11% | 8% | -7% | -14% | -7% | -3% | -5%
4: COc1ccccc1Nc1cc(C(=O)N2CCc3ccccc3C2)c2ccccc2n1
  5% | -11% | -4% | -13% | 0% | ? | -15% | .
5: COc1cccc(NC(=O)CNC(=O)c2ccc(OC)c(OC)c2)c1
  -2% | -3% | 1% | -6% | 9% | 3% | 0% | 1%
6: CC1(C)CC(=O)CC(=Nc2ccc3[nH]c(=O)[nH]c3c2)C1
  -3% | -11% | -3% | -5% | 4% | -5% | -3% | -2%
7: CCOC(=O)C1=NOC2C3CC(C12)C1C(=O)N(CCc2ccc(OC)c(OC)c2)C(=O)C31 (stereo unspecified)
  3% | . | . | . | -1% | -6% | 3% | -4%
8: CC(C)CC(=O)NC(=S)Nc1ccc(N2CCN(C(=O)c3cccs3)CC2)cc1
  -2% | . | . | . | -3% | -6% | -20% | 0%
9: O=C(Cn1cc(SCc2ccc(F)cc2)c2ccccc21)N1CCOCC1
  -5% | ? | ? | -1% | -5% | -29% | -5% | -5%
10: COC(=O)[C@@]1(Cc2ccc(F)cc2)[C@@H]2C(=CC(=O)[C@H]2CC(=O)C(=O)N(C)C)CN1C(=O)c1ccccc1
  0% | -5% | -71%[inhibitor] | . | -6% | -1% | . | 3%
11: CC(=O)NNc1ncnc2c1cnn2-c1ccc(C)c(C)c1
  7% | 1% | 22% | -8% | -3% | ? | -7% | 4%
12: O=C1c2ccccc2NC(c2ccc(O)cc2)N1Cc1ccco1 (stereo unspecified)
  4% | ? | -3% | 4% | 1% | ? | -11% | 0%
13: O=C(Cn1c(C(F)(F)F)nc2ccccc21)c1ccc(Cl)cc1
  -8% | 9% | -24% | -3% | 3% | 2% | -3% | -20%
14: O=C(c1sc2ccccc2c1Cl)N(Cc1ccccc1)C1CCS(=O)(=O)C1 (stereo unspecified)
  -3% | ? | -13% | 1% | 4% | -3% | -7% | -2%
15: CC(C)Cc1nnc(NS(=O)(=O)Cc2ccccc2)s1
  23% | 13µM* | -24% | -5% | -10% | -4% | 19% | -7%

Filtered by structure, the compounds so far with a CF3 group
Order of results: GLA spleen mod | ALDH1A1 block | SMN2 splice enh | GAA inhib | GoLoco inh red | JMJD2E inh | GAA glycogen mod | aGlu spleen mod
3: O=C(Nc1cc(C(F)(F)F)ccc1N1CCOCC1)c1c(F)c(F)c(F)c(F)c1F
  1% | 11% | 8% | -7% | -14% | -7% | -3% | -5%
13: O=C(Cn1c(C(F)(F)F)nc2ccccc21)c1ccc(Cl)cc1
  -8% | 9% | -24% | -3% | 3% | 2% | -3% | -20%

The listing picks up with the 5 entries that preceded the break.
Order of results: GLA spleen mod | ALDH1A1 block | SMN2 splice enh | GAA inhib | GoLoco inh red | JMJD2E inh | GAA glycogen mod | aGlu spleen mod
11: CC(=O)NNc1ncnc2c1cnn2-c1ccc(C)c(C)c1
  7% | 1% | 22% | -8% | -3% | ? | -7% | 4%
12: O=C1c2ccccc2NC(c2ccc(O)cc2)N1Cc1ccco1 (stereo unspecified)
  4% | ? | -3% | 4% | 1% | ? | -11% | 0%
13: O=C(Cn1c(C(F)(F)F)nc2ccccc21)c1ccc(Cl)cc1
  -8% | 9% | -24% | -3% | 3% | 2% | -3% | -20%
14: O=C(c1sc2ccccc2c1Cl)N(Cc1ccccc1)C1CCS(=O)(=O)C1 (stereo unspecified)
  -3% | ? | -13% | 1% | 4% | -3% | -7% | -2%
15: CC(C)Cc1nnc(NS(=O)(=O)Cc2ccccc2)s1
  23% | 13µM* | -24% | -5% | -10% | -4% | 19% | -7%
16: CCOC(=O)C1CCN(c2cc(C)nc3ccc(OC)cc23)CC1
  0% | ? | 3% | -7% | -2% | -4% | 2% | .
17: CCOC(=O)COc1cccc2c(=O)n(CC(=O)NCCc3ccccc3)ccc12
  7% | 11% | -8% | -5% | 0% | ? | -3% | 7%
18: O=C(CSc1nnc2scc(-c3ccc(Cl)cc3)n12)NCc1ccco1
  4% | ? | 15% | 1% | -3% | 0% | -15% | 2%
19: CC1=C(C(=O)Nc2ccccc2)C(c2ccc3c(c2)OCO3)C2=C(CCCC2=O)N1 (stereo unspecified)
  0% | ? | -6% | 9% | 4% | -7% | 1% | 1%
20: O=C(NC1CCCCCC1)c1nc2ncccn2n1
  -6% | ? | 13% | 10% | -2% | -2% | -7% | -5%
21: COc1cc2c(C(=O)N3CCN(c4ccccc4F)CC3)cn(C)c(=O)c2cc1OC
  6% | -6% | -46%[inhibitor] | 9% | 10% | -9% | -4% | 0%
22: COc1ccc(CNC(=O)CSc2ccc(Br)cc2)cc1OC
  17% | -5% | -31%[inhibitor] | 5% | 6% | 4% | -2% | -5%
23: COc1ccc(N(Cc2cc3ccccc3[nH]c2=O)S(C)(=O)=O)cc1
  -4% | -11% | -17% | -7% | 5% | ? | 0% | -4%
24: CCNc1ncc2nc(-c3ccccc3)c(=O)n(C[C@H]3CCCO3)c2n1
  ? | ? | . | . | 1% | . | . | ?
25: C/C(=N/NC(=O)Cc1c(C)[nH][nH]c1=O)c1ccc(O)cc1
  -6% | -1% | 8% | -3% | 14% | 78%[activator] | ? | -4%
26: Cc1nn(Cc2ccc(Cl)cc2)c2sc(C(=O)O)cc12
  0% | -5% | -6% | 1% | 9% | 7% | 3% | -6%
27: CCOC(=O)c1ccc(NC(=O)CN2C(=O)CCC2=O)cc1
  3% | -5% | -9% | 3% | -1% | 5% | 7% | 4%
28: CCOC(=O)CN(C(=O)CSc1nnc(CNc2ccc(C)cc2C)o1)c1ccccc1
  -12% | ? | -11% | -2% | -2% | -1% | 3% | -12%
29: CCN(CC)S(=O)(=O)c1ccc(C(=O)Oc2ccc3c(c2)OCO3)cc1
  -1% | ? | 2% | 5% | 3% | 2% | -9% | -15%
30: O=C(COC(=O)c1oc2ccccc2c1COc1ccccc1)NCCN1C(=O)CSC1=O
  1% | -6% | 0% | -3% | 14% | -3% | 6% | -4%
31: Cc1ccc(C)c(N2CCN(S(=O)(=O)c3ccc4c(c3)OCCO4)CC2)c1
  4% | -1% | -35%[inhibitor] | -2% | 1% | 4% | 5% | -2%
32: CC(C)NC(=O)c1cc(-c2ccco2)on1
  9% | -13% | 7% | 2% | 9% | 0% | 0% | -1%
33: Cc1ccc(C)n1-c1cccc(NC(=O)c2ccccc2)c1
  -7% | 12% | . | 4% | 7% | -3% | 6% | -6%
34: CCOC(=O)COc1ccc2ccccc2c1/C=C/[N+](=O)[O-]
  0% | 13µM* | . | 0% | 6% | -4% | 13% | -1%
35: CCCCN(C(C)=O)C1CC(=O)N(c2ccc(OCCC)cc2)C1=O (stereo unspecified)
  1% | . | . | . | -9% | -10% | -4% | 9%
36: COC(=O)C(C(=O)Nc1ccccc1C)C1CCCC1 (stereo unspecified)
  1% | -6% | -14% | -4% | 3% | -2% | -6% | -8%
37: CC1CC(C)CN(C(=O)C2CCC(CNc3c(N4CCCCC4)c(=O)c3=O)CC2)C1 (stereo unspecified)
  4% | . | . | . | 7% | 4% | -8% | 3%
38: Cn1c(=O)c2c(nc(SCCCC#N)n2Cc2ccccc2F)n(C)c1=O
  -6% | 2.8µM* | -13% | 4% | -10% | -3% | 0% | -2%
39: COC(=O)C(C)C1Sc2ccccc2NC1=O (stereo unspecified)
  10% | -2% | 6% | 0% | -2% | 6% | 1% | 8%
40: CCOC(=O)N1CCN(C(=O)c2oc3ccc(S(=O)(=O)N4CC(C)CC(C)C4)cc3c2C)CC1 (stereo unspecified)
  -5% | -7% | -68%[inhibitor] | -3% | 7% | 1% | ? | -6%
41: COc1cc2c(cc1OC)CN(C(=O)Cc1ccc(OC)c(S(=O)(=O)N3CCOCC3)c1)CC2
  -3% | 2% | ? | -1% | -1% | -1% | -1% | 2%
42: CC(C)(C)c1ccc(NC(=O)Cn2cnc3cc([N+](=O)[O-])ccc3c2=O)cc1
  -11% | 6% | -10% | -10% | 11% | 4% | 1% | 6%
43: COc1ccc(NC(=O)N/C=C/c2ccco2)cc1
  1% | 28µM* | 18% | -2% | 31%[activator] | -4% | -3% | -4%
44: Oc1ccc2c(c1)OCO2
  8% | 6% | 0% | . | 2% | . | . | -7%
45: CCN(CC)S(=O)(=O)c1cccc(NC(=O)CSc2nc3ccccc3[nH]2)c1
  -8% | -12% | -43%[inhibitor] | -8% | 3% | -9% | 19% | -1%
46: COc1ccccc1OC(C)c1nnc(SCC(=O)Nc2c(C)n(C)n(-c3ccccc3)c2=O)n1-c1ccccc1 (stereo unspecified)
  1% | 2% | -2% | 3% | 28% | 0% | ? | -1%
47: Cc1ccc(-c2c(C(=O)O)c(C(=O)O)c3n2CCC3)cc1
  5% | 7% | 10% | -3% | 13% | ? | 0% | -2%

From PubChem
